IMPase Li inh – membrane-permeable IMPase blocker, potentiated with lithium; Potency, µM (titrated, usually from 59.4 µM), for the others: at the highest dose activity, negative = IMPase inhibition, most hits filed as inhibitors; CHO-M1 cells, IP1 TR-FRET (IP-One), carbachol + lithium; hit rate 0.35% among 210,000;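 also: IP1 builds up when IMPase is blocked and the TR-FRET signal falls; potency is read from the fitted curve at half-maximal effect; plate controls were basal vehicle for no effect and high inhibitor control for full effect; nearly all actives have a fitted effect of over 50% in size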
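Readout is a homogeneous TR-FRET IP1 immunoassay (Ex 320, Em 665 and 620), where raised cytosolic IP1 lowers signal. Cells were CHO-M1 treated 30 min at 37C with test compounds plus a little lithium; AC50 values came from Hill-equation fitting.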
aGal spleen mod – alpha-galactosidase A (human) modulation; P06280; human spleen homogenate, 4MU-alpha-Gal fluorescence, 40 min; Potency, µM (top dose mostly 80 µM), for inactives: at the highest dose activity change, negative = inhibition, actives largely listed as inhibitors; hit rate 0.008% among 240,000; AID 2107;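 also: potency is read from the fitted curve at half-maximal effect; 0% = enzyme with vehicle and -100% = no enzyme basal signal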
Target sequence (P06280 32-429 limits assumed): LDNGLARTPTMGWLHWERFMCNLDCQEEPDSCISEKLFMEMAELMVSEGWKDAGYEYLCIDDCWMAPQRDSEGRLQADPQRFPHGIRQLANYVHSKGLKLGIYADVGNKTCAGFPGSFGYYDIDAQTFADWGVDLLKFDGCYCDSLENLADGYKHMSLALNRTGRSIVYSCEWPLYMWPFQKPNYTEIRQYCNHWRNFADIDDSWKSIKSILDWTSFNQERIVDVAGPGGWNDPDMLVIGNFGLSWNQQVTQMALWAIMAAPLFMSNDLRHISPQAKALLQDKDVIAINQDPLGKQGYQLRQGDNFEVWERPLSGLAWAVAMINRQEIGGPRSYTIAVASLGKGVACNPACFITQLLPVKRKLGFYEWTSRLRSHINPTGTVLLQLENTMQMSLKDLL
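Human spleen homogenate (1 ug) was the enzyme source, with 4-methylumbelliferyl-alpha-D-galactopyranoside (1 mM final) in pH 5.0 citrate buffer with 0.01% Tween-20. Compounds were titrated; after 40 min at 37C, NaOH/glycine stop, 4-MU fluorescence read; AC50 from Hill fits.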
Epigenetic reg – epigenetic control regulation, reporter derepression | murine LDR cells, GFP reporter derepression, 30 h | Potency, µM (series often up to 53.9 µM), for inactives: at the top dose GFP activation, hits mostly activators | hit rate 0.2% among 280,000 | AID 1865; also: potency is read from the fitted curve at half-maximal effect; % of control where 0% means no effect; nearly all actives have a fitted effect of over 60% in size
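Derepression of a silenced CMV-GFP reporter in murine LDR cells is scored by enumerating GFP-positive cells with a laser-scanning microplate cytometer after 30 hours of treatment at 37 C.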
KinaseGlo FLuc – blocks Kinase-Glo luciferase, a counter-screen artifact; hit rate 0.28% among 200,000; Potency, µM (series often up to 38.3 µM), for inactives: top-dose activity change, negative = inhibition, hits mostly inhibitors; Kinase-Glo luciferase, ATP luminescence, 8 min; Q27757; also: potency is read from the fitted curve at half-maximal effect; % is scaled to controls: 0 for no effect and ±100 for the full control effect; nearly all actives have a fitted effect of over 60% in size
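Kinase-Glo luciferase light output from ATP and luciferin was measured with 10 uM ATP, within the enzyme's linear range. Buffer: 50 mM imidazole pH 7.2, 50 mM KCl, 7 mM MgCl2, 0.01% Tween 20, 0.05% BSA; luminescence read after 8 min at ambient temperature.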
CBFb-RUNX1 inh – CBF-beta/RUNX1 interaction disruption; Q01196+Q13951; AlphaScreen CBFb-His/RUNX1-biotin binding, biochemical; Potency, µM (titrated, usually from 59.8 µM), inactives show at the top dose activity, negative = inhibition, usual class: inhibitors; 230,000 tested, under 10 active; also: % of control where 0% means no effect
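Inhibition was taken as any reduction in AlphaScreen signal from the CBF-beta–RUNX1 pair (His and biotin tags, 30 nM each), measured after compound (15 min) and bead (90 min) incubations at room temperature.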
NPSR antagonist – blocks cAMP signaling of the human neuropeptide S receptor | Q6W5P4 | CHO-NPSR cells, cAMP TR-FRET, antagonist mode | Potency, µM (highest dose often 38.3 µM), for inactives: top-dose activity change, negative = inhibition, usual class: inhibitors | hit rate 1% among 220,000; also: potency is read from the fitted curve at half-maximal effect; % is scaled to controls: 0 for no effect and ±100 for the full control effect; nearly all actives have a fitted effect of over 50% in size; many of its hits are not listed in these tables
Target sequence (Q6W5P4 whole entry, looked up): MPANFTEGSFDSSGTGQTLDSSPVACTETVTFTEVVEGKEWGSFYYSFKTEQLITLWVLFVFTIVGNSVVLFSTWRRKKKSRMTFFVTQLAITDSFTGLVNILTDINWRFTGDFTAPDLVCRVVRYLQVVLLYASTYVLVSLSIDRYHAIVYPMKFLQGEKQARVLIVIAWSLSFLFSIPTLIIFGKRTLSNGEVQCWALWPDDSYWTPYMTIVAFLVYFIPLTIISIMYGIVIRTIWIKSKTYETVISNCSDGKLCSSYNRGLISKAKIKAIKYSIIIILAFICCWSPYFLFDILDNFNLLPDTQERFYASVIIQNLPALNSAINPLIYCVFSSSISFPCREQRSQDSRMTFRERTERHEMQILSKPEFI
Lamin A splicing – modulators of lamin A splicing; HeLa LMNA splicing GFP/RFP minigene ratio, 48 h; Potency, µM (top dose mostly 46.1 µM), for inactives: at the highest dose ratio change, negative = inhibition, most hits filed as inhibitors; hit rate 0.01% among 200,000; active = well fitted inhibition curve with a large enough effect in the signal ratio, with a control signal flat, not every such curve was filed as active; inconclusive = small, poorly fitted or top-dose-only effect, or effect the other way, or a change in a side signal; the % refers to the signal ratio; also: potency is read from the fitted curve at half-maximal effect; % is scaled to controls: 0 for no effect and ±100 for the full control effect
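S3 HeLa stable clones carrying a lamin A-EGFP splicing minigene plus DsRed2 were seeded at 600 cells/well in Opti-MEM with 2% FBS, pin-dosed and incubated 48 h at 37°C. Acumen cytometry (488 nm) gave the GFP/RFP total-intensity ratio.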
* = called active by the depositor; ? = inconclusive; nt = no result given; [ ] = remark or other dose. Unless noted, calls follow the shape of the dose curve; as a rule, active = well fitted curve in the direction sought with a large enough effect; inconclusive = small, poorly fitted or top-dose-only effect, or another doubt; inactive = no such curve, though single readings can be large; an effect the other way counts as inactive or inconclusive.

Fields: IMPase Li inh	aGal spleen mod	Epigenetic reg	KinaseGlo FLuc	CBFb-RUNX1 inh	NPSR antagonist	Lamin A splicing
#1 O=C1C2C(C(=O)N1CCc1ccccc1)C1C=CC2C12CC2 (configuration not stated)
  38%[activator][38.3 µM]	8%	1.9%	-2%	10%	-13%[46.1 µM]	-13%
#2 Cc1nc2ccc(S(=O)(=O)NCC(=O)N(C)Cc3ccccc3)cc2s1
  0%	2%	-2.6%	10%	6%	21%	-4%[46 µM]
#3 COc1ccccc1C(=O)n1nc(-c2cccnc2)nc1N
  2%	-2%	-1.0%	0%	5%	13%	-13%
#4 CN(C)C=Nc1ncc2c([nH]c3ccccc32)c1C#N
  14%[38.3 µM]	?	0.1%	1%	7%	-16%[46.1 µM]	?
#5 Cc1ccc2c(c1)nnn2C1CCN(C(=O)C2CCCCC2)CC1
  12%[38.3 µM]	-6%	-0.8%	11%	3%	-15%[46.1 µM]	?
#6 O=C(c1ccc2c(c1)N(Cc1ccc(F)cc1)C(=O)CS2)N1CCOCC1
  13%[38.3 µM]	15%	3.2%	2%	-2%	-9%[46.1 µM]	1%
#7 COC(=O)c1c(NC(=O)c2cccnc2Cl)sc(C(=O)N(C)C)c1C
  3%	-8%	-1.8%	4%	3%	6%	-10%
#8 Cc1ccc(/C=N/NC(=O)CSc2ccccn2)o1
  nt	4%	4.1%	nt	4%	-15%	nt
#9 C/C(=N\NC(=O)c1nn(C)cc1Br)c1ccncc1
  -5%	4%	1.0%	-13%	-2%	5%	2%
#10 O=C(N/N=C/c1ccc(O)cc1)c1cc(C23CC4CC(CC(C4)C2)C3)[nH]n1
  nt	-5%	0.0%	nt	-2%	-4%	nt
#11 COc1ccccc1/C=C/C(=O)c1c2c(c(C)[nH]c1=O)CCCC2
  -11%[38.3 µM]	5%	1.1%	1%	-2%	-7%[46.1 µM]	?
#12 Clc1cccc2sc(N3CCCCC3)nc12
  24%[38.3 µM]	-3%	0.0%	-1%	7%	5%[46.1 µM]	23%
#13 O=C(Nc1cc(C(=O)N2CCCC2)ccc1N1CCCC1)c1ccccc1F
  10%[38.3 µM]	-6%	0.0%	0%	-1%	-19%[46.1 µM]	-2%
#14 CSc1ccccc1C(=O)C1CCCN(S(=O)(=O)N(C)C)C1 (configuration not stated)
  11%	1%	-6.2%	4%	15%	-18%	nt
#15 C=CCNC(=S)N(CC=C)C1CCS(=O)(=O)C1 (configuration not stated)
  -6%	-6%	-1.3%	2%	5%	19%	-5%
#16 CCOC(=O)c1c(NC(=O)c2ccco2)n(C2CCCCC2)c2nc3ccccc3nc12
  ?	25%	-0.9%	-3%	1%	-7%[46.1 µM]	?
#17 CCCCNC(=S)NNC(=O)CCn1cc(C)cn1
  -4%	-5%	1.1%	-6%	9%	-6%	4%
#18 COC(=O)CC1COc2ccccc2N1C(=O)c1ccc(Cl)cc1 (configuration not stated)
  4%[38.3 µM]	6%	0.0%	-3%	1%	-19%[46.1 µM]	1%
#19 Cc1noc(C)c1COc1ccc(C(=O)OCC(=O)N2c3ccccc3NC(=O)C2(C)C)cc1
  8%[38.3 µM]	-4%	-0.5%	-2%	?	-17%[46.1 µM]	4%
#20 Cc1ccc(CN(Cc2cc3cccc(C)c3[nH]c2=O)C(=S)NCCCN(C)C)cc1
  1%	1%	-0.2%	-2%	-1%	-17%	nt
#21 COC(=O)c1sc(NC(=O)/C=C/c2ccccc2Cl)nc1C
  3%	-13%	0.2%	-3%	1%	-3%	1%[46 µM]
#22 O=S(=O)([N-]c1nc2ccccc2nc1-[n+]1ccc(-c2ccncc2)cc1)c1ccccc1
  9%	9%	19%	3%	5%	-1%	8%[46 µM]
#23 COc1ccc(S(=O)(=O)Nc2nc3ccccc3s2)cc1OC
  1%[38.3 µM]	2%	-1.0%	-3%	2%	-4%[46.1 µM]	-2%
#24 Cn1c(N)c(C(=O)COC(=O)CSc2ccc3ccccc3c2)c(=O)n(C)c1=O
  -8%	-3%	-1.9%	0%	8%	8%	-3%
#25 CCOC(=O)C1=C(C)NC(SCC(=O)Nc2nc(C)cs2)=C(C#N)C1c1cccs1 (configuration not stated)
  3%[38.3 µM]	-1%	0.8%	-4%	-1%	?	6%
#26 O=C1NC(=O)/C(=C/c2ccccn2)S1
  nt	2%	-3.0%	nt	-3%	-14%	nt
#27 COC(=O)Cc1ccc(OCc2ccc(Cl)nc2)cc1
  17%	0%	7.2%	nt	7%	1%	nt
#28 CC1Cc2ccccc2N1C(=O)CSc1nnc(-c2ccc(S(=O)(=O)N3CCCC3)cc2)n1C (configuration not stated)
  3%	-7%	-3.2%	3%	7%	-9%	-12%
#29 CCCn1cc(NC(=O)c2cc3n(n2)C(C(F)(F)F)CC(c2ccccc2)N3)cn1 (configuration not stated)
  5%[38.3 µM]	2%	13%	-5%	9%	-15%[46.1 µM]	5%
#30 CCOC(=O)c1cnc2ccc(OCC)cc2c1NCc1ccccc1OC
  20%	4%	-0.9%	-3%	-4%	?	?
#31 O=C(Nc1nccs1)C1CCCCN1S(=O)(=O)c1ccccc1 (configuration not stated)
  nt	-3%	0.2%	nt	8%	9%	nt
#32 COc1ccc(C(=O)c2c(C(F)(F)F)oc3c2C(=O)c2ccccc2C3=O)cc1OC
  33%[activator][38.3 µM]	4%	0.7%	-5%	4%	?	?
#33 O=C(C1CC(Cl)CN1S(=O)(=O)c1ccc(Cl)cc1)N1CCOCC1 (configuration not stated)
  2%	5%	-0.3%	0%	5%	5%	?
#34 CCc1ccc(NCCC(=O)c2ccc(Br)cc2)cc1
  nt	4%	-3.3%	nt	14%	4%[46.1 µM]	?
#35 C=CCc1cc(/C=C2/NC(=O)N(CC)C2=O)cc(OCC)c1OCc1ccc(C(=O)O)cc1
  12%	-10%	2.4%	0%	-1%	-14%	10%
#36 Cc1cc(C)nc(Nc2n[nH]c(COc3ccc(Cl)cc3)n2)n1
  15%[38.3 µM]	-4%	0.0%	3%	2%	-2%[46.1 µM]	5%
#37 Cc1sc2ccccc2[n+]1CCC(C)S(=O)(=O)[O-] (configuration not stated)
  1%[38.3 µM]	9%	1.0%	3%	5%	1%[46.1 µM]	5%
#38 CCN1CCCC1CNC(=O)CCc1nnc(CCC2CCCCC2)o1 (configuration not stated)
  16%	0%	2.2%	3%	4%	1%	-5%[46 µM]
#39 C#CCOCCOCCOCCNc1nc(N2CCN(C(=O)Cn3cc(CCO)nn3)CC2)nc(N2CCN(C(=O)[C@H]([C@@H](C)O)n3cc(CCCCN)nn3)CC2)n1
  10%	-12%	-2.5%	-1%	13%[2.36 µM]	16%	2%
#40 c1ccc(Cc2noc(CN3CCN(Cc4ccc5c(c4)OCO5)CC3)n2)cc1
  -2%	-14%	0.4%	-3%	0%	9%	nt
#41 Cc1cccc(N/C=C/C(=C(C#N)C#N)N(C)C)c1
  6%	2%	-4.6%	2%	16%	18%[46.1 µM]	-2%
#42 N#Cc1sc(C(N)=O)c(-c2ccccc2)c1-c1ccccc1
  nt	11%	0.5%	nt	13%	-14%	nt
#43 CCOC(=O)c1c(C=O)c(C)n(Cc2ccccc2)c1C
  -10%[38.3 µM]	-7%	0.9%	0%	-4%	-13%[46.1 µM]	-8%
#44 CN(C(=O)CSCC(=O)O)C1CCCCC1
  -7%	-5%	-1.1%	3%	0%	8%	-5%
#45 COc1ccc(C(=O)/C=C/Sc2nc3ccccc3o2)cc1
  nt	4%	?	nt	-2%	?	nt
#46 COCCOn1c(SCCOC)nc2ccccc2c1=O
  nt	-3%	-1.3%	nt	7%	-5%	nt
#47 COc1ccc2c(c1)C(c1ccc(N3CCOCC3)cc1)=NNC(c1cccnc1)=N2
  -3%	6%	-1.1%	-1%	-21%	-15%	-9%
#48 COc1cccc(CN2CCN(Cc3cc(OC)c(OC)cc3[N+](=O)[O-])CC2)c1
  4%[38.3 µM]	-10%	-1.2%	-1%	-6%	-10%[46.1 µM]	-1%
#49 Cc1ccc2cccc(Oc3ncnc4scc(-c5ccc(Cl)cc5)c34)c2n1
  7%	0%	-1.0%	1%	-7%	-50%	?
#50 CCOC(=O)c1c(C)c(-c2ccccc2)n(CC(=O)N2CCCC2)c1C
  2%[38.3 µM]	7%	0.7%	-8%	-5%	-17%[46.1 µM]	-3%

Later entries.
Fields: IMPase Li inh	aGal spleen mod	Epigenetic reg	KinaseGlo FLuc	CBFb-RUNX1 inh	NPSR antagonist	Lamin A splicing
#51 COc1ccc(CC(NC(C)=O)C(=O)NC2CCN(C(=O)Nc3ccc(Cl)cc3)CC2)cc1OC (configuration not stated)
  1%[38.3 µM]	-1%	4.7%	1%	5%	1%[46.1 µM]	16%
#52 O=C(NCc1ccccn1)C(=O)C1C(=O)Nc2ccccc21 (configuration not stated)
  7%	3%	2.9%	7%	-4%	-12%	-16%[46 µM]
#53 Cn1cc([N+](=O)[O-])c(C(=O)Nc2ccn(C34CC5CC(CC(C5)C3)C4)n2)n1
  -9%	-1%	1.1%	1%	12%	-2%	?
#54 CC1CCCN(CCC(=O)Nc2ccc3c(c2)CCC3)C1 (configuration not stated)
  12%	-3%	-1.0%	-1%	-5%	5%	8%
#55 O=C(Nc1cccnc1)c1ccc(Cl)c([N+](=O)[O-])c1
  0%	-16%	5.9%	11%	-5%	-3%	-3%[46 µM]
#56 O=C(COC(=O)c1ccc(O)cc1)Nc1ccc(OC(F)F)cc1
  21%	-4%	-1.2%	1%	-1%	-5%	-2%[46 µM]
#57 O=C(NC1(C(F)(F)F)N=C2SCCN2C1=O)c1ccco1 (configuration not stated)
  -18%[38.3 µM]	3%	6.5%	-8%	0%	3%[46.1 µM]	5%
#58 CN(/C=C/c1c([N+](=O)[O-])c(=O)n(C)c(=O)n1C)c1ccccc1
  7%	8%	1.0%	-1%	10%	-10%	?
#59 Oc1ccc(/C=C/c2cnccn2)cc1
  nt	-2%	5.9%	nt	5%	22%	nt

Exported screen by screen: three of the compounds above
(51) COc1ccc(CC(NC(C)=O)C(=O)NC2CCN(C(=O)Nc3ccc(Cl)cc3)CC2)cc1OC (configuration not stated)
(52) O=C(NCc1ccccn1)C(=O)C1C(=O)Nc2ccccc21 (configuration not stated)
(53) Cn1cc([N+](=O)[O-])c(C(=O)Nc2ccn(C34CC5CC(CC(C5)C3)C4)n2)n1
Screen / compound no. | 51 | 52 | 53
IMPase Li inh | 1%[38.3 µM] | 7% | -9%
aGal spleen mod | -1% | 3% | -1%
Epigenetic reg | 4.7% | 2.9% | 1.1%
KinaseGlo FLuc | 1% | 7% | 1%
CBFb-RUNX1 inh | 5% | -4% | 12%
NPSR antagonist | 1%[46.1 µM] | -12% | -2%
Lamin A splicing | 16% | -16%[46 µM] | ?

Screens as filed in PubChem.

Not all compounds are listed; rates above refer to the full screens.
